# DNMT1 inh – human DNMT1 methyltransferase inhibitors, primary screen, biochemical, molecular beacon, fluorescence, HinP1I cleavage, uHTS | DNA (cytosine-5)-methyltransferase 1 (Homo sapiens), P26358 | inhibition (reported as % activation of signal), % at 10 µM | actives 0.83% (n = 360,000); in the data active = inhibition above about 50%
# MsrA inhibitor – bovine MsrA enzyme inhibitors, primary screen, biochemical, absorbance, HTS | Methionine sulfoxide reductase A (Bos taurus) | purified bovine MsrA, absorbance read-out | inhibition, % at 15.5 µM | actives 0.75% (n = 360,000); in the data active = inhibition above about 4.5%;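 also: 0% = vehicle wells with enzyme and 100% = reference inhibitor wells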
# TbMetRS inhib – T. brucei MetRS inhibitors, primary screen, biochemical, luminescence. methionyl-tRNA synthetase (Trypanosoma brucei brucei). purified T. brucei MetRS, ATP depletion, Kinase-Glo luminescence. inhibition, % at 11.9 µM. actives 0.4% (n = 360,000). AID 624268, 2012;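 active = inhibition above a per-plate cutoff of the control wells' mean inhibition plus 3 SD, cut at about 5.5% in these data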;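 also: 0% = DMSO wells median and 100% = median of wells with control inhibitor compound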
#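 Test system: purified T. brucei MetRS enzyme. Also added: ATP, methionine and E. coli bulk tRNA substrates. Compound: 11.9 µM single point. Schedule: 15 min enzyme-compound preincubation, 2 h reaction, 10 min detection, 25 °C. Signal: luciferase luminescence of residual ATP, Kinase-Glo. Evaluation: percent inhibition versus plate control medians. Controls: DMSO wells, low control.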
# LMPTP block – LMPTP phosphatase inhibitors, primary screen, biochemical, fluorescence intensity, uHTS; Low molecular weight phosphotyrosine protein phosphatase (Homo sapiens), P24666; recombinant LMPTP-A, OMFP fluorogenic substrate; inhibition, % at 20 µM; actives 0.22% (n = 360,000); AID 651560, 2012;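 active = compounds that cut the enzyme signal by at least half of the control window in the single-dose screen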;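 also: plate controls were DMSO wells with enzyme plus substrate for no effect and substrate without enzyme for full effect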
# Target sequence (P24666 whole entry, looked up): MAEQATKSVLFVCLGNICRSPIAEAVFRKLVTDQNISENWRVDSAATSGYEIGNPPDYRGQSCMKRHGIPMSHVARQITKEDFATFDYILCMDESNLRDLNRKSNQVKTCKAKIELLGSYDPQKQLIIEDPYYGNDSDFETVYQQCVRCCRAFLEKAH
#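 Assay system: LMPTP-A enzyme. Input: 0.625 nM LMPTP-A final. Probe or stimulus: 400 µM OMFP. Compound dosing: single 20 µM dose. Schedule: 50 min dark incubation at room temperature. Detection: fluorescence intensity of OMFP turnover product. Read-out: percent inhibition versus substrate-only and uninhibited controls. Benchmarks: no-enzyme low control, uninhibited high control.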
# STEP inh – STEP phosphatase inhibitors, primary screen, biochemical, fluorescence intensity, uHTS. Tyrosine-protein phosphatase non-receptor type 5 (Homo sapiens), P54829. recombinant STEP, OMFP fluorogenic substrate. inhibition, % at 20 µM. actives 0.25% (n = 360,000). AID 588621, 2011;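 active = inhibition at 20 µM, scaled per plate between control wells, above about 37%, limit read from the data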;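 also: 0% = DMSO with enzyme and substrate and 100% = substrate only without enzyme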
#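 System: STEP (striatal-enriched tyrosine phosphatase) enzyme, cell-free; medium: Bis-Tris pH 6.0 buffer with DTT, detergent; dosing: 20 µM, 1% DMSO; times: reaction 20 min, ambient temperature; detection: fluorescence, 480/540 nm; read-out basis: normalized % inhibition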
# bovine MsrA act – bovine MsrA enzyme activators, primary screen, biochemical, absorbance, HTS | Methionine sulfoxide reductase A (Bos taurus) | purified bovine MsrA, absorbance read-out | activation, % at 10.6 µM | actives 0.3% (n = 360,000); in the data active = activation above about 7.5%;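 also: 0% = vehicle and 100% = reference activator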
# SUMO1 PPI mod – modulators of SUMO1 protein-protein interactions, primary screen, biochemical, uHTS; Small ubiquitin-related modifier 1 (Homo sapiens), P63165; SUMO1 binding to a labelled peptide, TR-FRET, 1 h; inhibition, % at 20 µM; actives 0.33% (n = 360,000); in the data active = inhibition above about 37%
# Target sequence (P63165 whole entry, looked up): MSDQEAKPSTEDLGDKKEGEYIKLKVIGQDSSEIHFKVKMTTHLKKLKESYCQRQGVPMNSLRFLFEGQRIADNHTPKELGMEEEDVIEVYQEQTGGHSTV
# eLon inh – inhibitors of E. coli Lon protease, primary screen, biochemical, fluorescence polarization | AID 602123, 2011 | inhibition, % at 7.94 µM | purified E. coli Lon protease | P0A9M0 | actives 0.42% (n = 360,000); in the data active = inhibition above about 13%, passing the limit was not always enough;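 also: 0% = enzyme with probe and DMSO and 100% = no enzyme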
# Target sequence (P0A9M0 whole entry, looked up): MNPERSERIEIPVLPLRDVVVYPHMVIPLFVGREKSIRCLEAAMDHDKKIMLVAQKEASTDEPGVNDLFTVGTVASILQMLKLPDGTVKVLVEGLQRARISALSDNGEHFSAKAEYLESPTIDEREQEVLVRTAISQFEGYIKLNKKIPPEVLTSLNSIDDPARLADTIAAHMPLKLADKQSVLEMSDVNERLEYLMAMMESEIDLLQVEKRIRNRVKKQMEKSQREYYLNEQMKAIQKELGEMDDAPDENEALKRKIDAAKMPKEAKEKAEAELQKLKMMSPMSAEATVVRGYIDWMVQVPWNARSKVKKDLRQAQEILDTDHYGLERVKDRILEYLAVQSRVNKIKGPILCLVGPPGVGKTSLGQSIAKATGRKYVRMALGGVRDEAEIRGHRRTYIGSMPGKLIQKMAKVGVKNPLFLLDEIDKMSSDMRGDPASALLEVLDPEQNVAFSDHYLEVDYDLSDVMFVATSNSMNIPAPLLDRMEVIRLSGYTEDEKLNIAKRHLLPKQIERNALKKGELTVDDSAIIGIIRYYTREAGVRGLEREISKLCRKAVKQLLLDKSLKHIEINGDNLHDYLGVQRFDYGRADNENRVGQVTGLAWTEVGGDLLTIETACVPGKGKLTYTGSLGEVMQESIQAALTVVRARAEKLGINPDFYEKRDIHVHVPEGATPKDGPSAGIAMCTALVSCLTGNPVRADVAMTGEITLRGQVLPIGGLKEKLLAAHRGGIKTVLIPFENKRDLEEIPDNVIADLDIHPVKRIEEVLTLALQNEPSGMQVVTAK
# NRP1-CendR mod – modulators of CendR peptide binding to NRP-1, primary screen, biochemical, fluorescence polarization, uHTS; actives 0.85% (n = 360,000); inhibition, % at 25 µM; AID 602438, 2012; FAM-RPARPAR peptide binding to NRP-1; Neuropilin-1 (Homo sapiens), O14786;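 active = inhibition or corrected inhibition above about 18%, plus a signal ratio from 0.5 to 1.5, limit read from the data, passing the limit was not always enough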; also: strong numbers were not always called active
# Scp-1 inhibitor – Scp-1 phosphatase inhibitors, primary screen, biochemical, colorimetric, uHTS; Carboxy-terminal domain RNA polymerase II polypeptide A small phosphatase 1 (Homo …; Recombinant Scp1, phosphopeptide, malachite green phosphate absorbance; inhibition, % at 20 µM; AID 493091, 2011; actives 0.88% (n = 340,000);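 active = inhibition above about 50% at 20 µM, limit read from the data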;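 also: plate controls were DMSO wells with enzyme for no effect and wells lacking enzyme for full effect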
#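 assay system = SCP-1 phosphatase catalytic domain, residues 76-261 | buffer or medium = 50 mM Tris acetate pH 5.5, 0.005% Tween-20, 10 mM MgCl2 | incubation = enzyme reaction 45 min at room temperature, colour 5 min, stabilisation 30 min | signal = Phosphate-binding colour reagent, absorbance read at 630 nm | measure = % inhibition at 20 µM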
# Active calls of the source: *; . = no result given.
SMILES,DNMT1 inh,MsrA inhibitor,TbMetRS inhib,LMPTP block,STEP inh,bovine MsrA act,SUMO1 PPI mod,eLon inh,NRP1-CendR mod,Scp-1 inhibitor
COc1ccc(OC)c(NC(=O)c2cn(C)c(=O)c3cc(OC)c(OC)cc23)c1,-6,-0.3,-0.7,0.8,1,2,-1,-5,8,-3
O=C(O)c1ccccc1-c1nc2cc(Cl)ccc2c(=O)n1O,0,1.0,-0.5,-0.1,1,-5,-4,0,-2,-11
CC1(C(=O)N(c2ccccc2)C(C(=O)NC2CCCC2)c2ccccn2)CC(=O)N=C2C=CC=CN21 (centres undefined),-3,1.3,-0.1,-0.5,-2,-2,-3,2,3,-8
O=C(CSc1ccc(Cl)cc1)N1CCN(c2ccc([N+](=O)[O-])cc2Cl)CC1,-3,1.9,0.3,6.7,7,-2,-12,-5,10,-11
CC(=O)N1N=C(N)SC1(C)C,0,-0.8,0.2,0.1,1,-3,0,-3,0,-10
Cc1ccc(NC(=S)N/N=C/c2ccc([N+](=O)[O-])s2)cc1,-35,1.1,-0.8,3.3,1,9.2*,-23,14,-15,-5
CC(C)(C)NC(=O)C(c1ccc(F)cc1)N(CC1CCCO1)C(=O)c1csnn1 (centres undefined),-1,-0.6,-1.2,-0.3,1,-3,-2,2,8,-4
COc1ccc(CCOC(=O)c2ccc(NC(=O)CC#N)cc2)cc1,-13,-0.1,-0.1,1.5,-1,-2,-5,-5,16,-11
CC(C)(C)C1CCc2onc(C(=O)Nc3ccc4c(c3)OCO4)c2C1 (centres undefined),4,-0.3,-0.7,-0.9,-2,-2,-2,-2,13,-3
Cc1cc(Cl)c(C)c(S(=O)(=O)Oc2ccccc2NC(=O)CCC(=O)O)c1Cl,2,0.7,-0.3,-0.9,0,-5,3,-9,-1,22
Cc1ccc(C(=O)/C=C/c2c(C)nn(-c3ccccc3)c2Cl)cc1,2,2.0,-0.1,3.4,5,-2,-8,-3,-10,-3
O=C(OCC(=O)C12CC3CC(CC(C3)C1)C2)c1ccc(O)cc1,-6,0.9,-0.5,0.8,4,-5,2,15,3,0
COc1ccc(-c2coc3c(C(=O)NCc4ccccc4)cccc23)c(C)c1,-6,-0.7,-0.9,6.5,3,-4,7,10,-4,.
Cc1csc(=O)n1CCC(=O)OCC(=O)c1c(N)n(CC(C)C)c(=O)n(C)c1=O,0,0.1,-0.4,0.1,0,-1,10,-7,4,1
COc1ccc(COC(=O)c2ccc(Cl)c(S(=O)(=O)N3CCOCC3)c2)cc1F,-1,-1.1,-0.1,3.4,0,-4,-2,-12,-8,-14
COc1ccc(CCNC(=O)/C=C/c2ccco2)cc1,-9,-1.6,-0.1,-0.9,-1,-2,-3,-10,-14,8
O=C(COc1cccc(Cl)c1)Nc1ccccc1N1CCCCC1,2,-0.1,-0.3,4.8,3,-2,10,-8,5,7
CCOc1ccc(NC(=O)CN(C)C(=O)CCCc2c[nH]c3ccccc23)cc1OCC,-4,-0.9,-0.5,-0.2,0,-3,13,-1,-2,-5
COc1ccc(Cn2ccnc2SCC(=O)Nc2nnc(C)s2)cc1,2,-0.5,-0.1,-0.1,0,-2,0,0,5,-8
C=CCOC(=O)CCP(=O)(CCC(=O)OCC=C)c1ccccc1,3,-0.8,-0.6,0.1,0,-2,0,-5,8,2
COc1ccccc1NS(=O)(=O)c1ccc(OC)c([N+](=O)[O-])c1,2,-0.1,-0.5,-0.7,0,-3,-10,-13,3,-6
CCCCn1c2c(c3ccccc31)CCc1nonc1-2,-3,0.9,0.0,1.7,0,-1,0,-3,2,-10
Clc1ccc(CN2CCSCC2)c(Cl)c1,-1,0.9,0.3,-1.1,1,-4,3,-9,1,-6
Cc1cccc(C)c1NC(=O)CNCC(=O)N(C)C,-2,1.7,-0.6,0.1,1,-2,4,18,8,-5
CC(C)c1cc(C(=O)N/N=C/c2cccnc2)cs1,4,1.4,-1.4,1.0,-4,-13,-9,1,3,9

# Looked up by structure from the list above, 2 records:
SMILES,DNMT1 inh,MsrA inhibitor,TbMetRS inhib,LMPTP block,STEP inh,bovine MsrA act,SUMO1 PPI mod,eLon inh,NRP1-CendR mod,Scp-1 inhibitor
COc1ccc(COC(=O)c2ccc(Cl)c(S(=O)(=O)N3CCOCC3)c2)cc1F,-1,-1.1,-0.1,3.4,0,-4,-2,-12,-8,-14
CC(C)c1cc(C(=O)N/N=C/c2cccnc2)cs1,4,1.4,-1.4,1.0,-4,-13,-9,1,3,9

# Going on with the list.
SMILES,DNMT1 inh,MsrA inhibitor,TbMetRS inhib,LMPTP block,STEP inh,bovine MsrA act,SUMO1 PPI mod,eLon inh,NRP1-CendR mod,Scp-1 inhibitor
N#CC1CN(Cc2ccccc2)CN(Cc2ccccc2)C1,1,-0.6,0.5,-0.6,0,-3,10,-7,-3,-13
O=C(Nc1cccc(C(=O)N2CCOCC2)c1)NC1CCCCC1,-1,-0.8,-0.6,-0.5,0,-2,-1,-1,8,1
CN(c1ccc([N+](=O)[O-])cc1)c1cc2c(c3c1ccn3C)C1CCC2C1 (centres undefined),-14,-0.4,-0.7,3.8,1,-3,9,-15,3,.
CNC(=O)NCCN1CCCC1=O,0,-0.4,-0.3,-1.3,2,2,2,4,-3,-3
COc1cc(C)nc(OCCNC(=O)COc2ccc(Cl)cc2C)n1,-1,1.2,1.5,-3.0,5,1,-8,-3,17,0
C=C(C)CSc1nnc(-c2cc(OC)c(OC)c(OC)c2)n1N,-9,-0.4,-0.3,-0.8,0,-2,0,7,-3,-3
Cc1cccc(Oc2nc3c(c(=O)n(C)c(=O)n3C)n2C)c1,0,0.2,-0.9,-1.8,-1,-2,2,6,-5,-7
O=c1c2ccccc2oc2c1oc1ccccc12,9,1.2,-0.4,-1.5,2,-1,-17,2,-4,-4
CCCOC(c1ccccc1)(c1ccc(C(F)(F)F)cc1)C(Oc1nc(C)cc(C)n1)C(=O)O (centres undefined),-10,-1.4,0.4,0.2,-3,1,2,-3,2,3
CCc1cn(C2CC(O)C(CO)O2)c(=O)[nH]c1=O (centres undefined),-1,0.5,-0.2,-0.5,2,-1,5,-2,3,-6
CC(C)CN1C(=O)C(=O)N(CC(=O)NC2CCCc3ccccc32)C1=O (centres undefined),-1,-1.0,1.4,-0.2,0,-3,-1,-1,4,4
O=C(COc1ccccc1)Nc1ccc(S(=O)(=O)N2CCCCCC2)cc1,-8,0.5,-0.3,2.9,4,0,-1,0,-22,-18
CCOC(=O)CNC(=O)CSc1nnc(-c2cccc(C)c2)n1-c1ccc(OC)cc1,4,-0.6,-0.9,-0.1,-2,-3,1,-3,-2,-3
O=C(c1ccccc1)N1N=C(c2ccccc2)CC1c1ccc2nccnc2c1 (centres undefined),-3,-0.2,0.2,1.5,-1,-1,-4,0,-4,-8
O=S(=O)(Nc1ccc(C(O)(C(F)(F)F)C(F)(F)F)cc1)c1cccc2cccnc12,-7,0.4,0.1,0.7,-1,-3,7,-1,-2,.
Fc1ccc(Nc2ncnc3ccccc23)cc1,2,0.1,-0.6,3.4,-2,-4,8,-5,-2,-6
Cc1ccc(N/C=C(\C#N)S(=O)(=O)c2ccccc2)cc1,-3,2.8,-0.6,1.3,-2,-3,3,2,-8,-4
CCCCC(=O)NC(NC(=O)CCCC)c1ccc(OCC(C)C)c(OC)c1,3,-0.8,-0.8,-3.5,0,-9,1,-19,8,6
O=S(Cc1ccc(Br)cc1)Cc1nnc(SCc2c(Cl)cccc2Cl)n1-c1ccccc1 (centres undefined),-5,.,-0.9,4.3,4,-1,-1,-5,6,-8
O=C(NCCN1CCC(Cc2ccccc2)CC1)C1CCN(S(=O)(=O)N2CCC3(CC2)OCCO3)CC1,-1,0.6,0.3,0.1,1,1,-4,-4,0,-11
CC(=O)NC12CC3CC(C1)CC(C(=O)Nc1c(C)n(C)n(-c4ccccc4)c1=O)(C3)C2,3,0.4,-0.2,0.1,-4,-4,-3,-10,-10,-5
CN=C1SC(CC(=O)Nc2sc(C)c(C)c2C(=O)OC)C(=O)N1C (centres undefined),5,0.5,-0.5,0.7,-2,-3,-6,-1,1,-2
C[C@@]12C(=O)N(c3ccc(F)cc3)C(=O)N1[C@@H]1c3ccccc3OC[C@@H]1[C@H]2c1ccccc1,6,0.0,-0.4,0.1,0,-9,2,5,-13,-4
CCOC(=O)Cc1cc(=O)[nH]n(-c2ccccc2)c1=O,0,1.3,0.1,-1.6,-1,-12,3,-1,-6,2
Cc1ccccc1CSCC(=O)Nc1ccccc1Br,-3,0.6,-0.4,-2.1,2,-1,7,-9,2,44
# The list continues.
SMILES,DNMT1 inh,MsrA inhibitor,TbMetRS inhib,LMPTP block,STEP inh,bovine MsrA act,SUMO1 PPI mod,eLon inh,NRP1-CendR mod,Scp-1 inhibitor
COc1ccc(C(=O)n2nc(C)c(Br)c2C)cc1OC,4,0.1,-1.2,0.6,0,-10,5,10,25,0
COc1ccc(C)cc1S(=O)(=O)N(C)CC(=O)NC1CCCC1,4,-0.3,-0.1,-0.1,-1,-2,0,2,-8,-8
Cc1ccc(NC(=O)CSc2nc(=O)n(CCCN3CCOCC3)c3c2CCCC3)cc1,-1,0.1,-0.5,-0.5,-1,-5,2,-12,2,-2
CCCc1ccc(OC(=O)c2cccs2)cc1,-2,2.5,0.5,1.7,1,3,2,-3,-2,-6
CCCCc1cc(=O)oc2cc(C)cc(OCC(=O)NCc3ccccn3)c12,1,-0.6,-0.5,-1.2,-2,-1,4,-8,8,1
CCOC(=O)CCC(=O)Nc1cc(S(=O)(=O)N2CCOCC2)ccc1N1CCCCC1,-5,-0.2,-0.5,0.2,1,-1,-3,-6,3,7
O=C(NCc1cccnc1)c1cc(C2CCCCN2S(=O)(=O)Cc2ccccc2)on1 (centres undefined),0,0.4,-0.5,3.0,1,-6,-9,4,18,.
CCOc1ccc(S(=O)(=O)N2CCC(C(=O)NCC3CCCO3)CC2)cc1C (centres undefined),0,-0.8,-0.2,-0.2,0,-1,-1,2,2,-8
CCn1ccnc1CN(C)Cc1nc(-c2ccccc2)no1,3,-1.6,-0.6,-0.4,-1,-2,10,-11,-7,-7
FC(F)(F)Oc1ccc(NC(=S)NCCCN2CCOCC2)cc1,10,-0.8,0.1,-2.1,41*,-3,4,0,-8,-8
